STEP inh: STEP phosphatase inhibitors, primary screen, biochemical, fluorescence intensity, uHTS | Tyrosine-protein phosphatase non-receptor type 5 (Homo sapiens), P54829 | recombinant STEP, OMFP fluorogenic substrate | inhibition, % at 20 µM | actives 0.25% (n = 360,000);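 active means inhibition at 20 µM, scaled per plate between control wells, above about 37%, limit read from the data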;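 further: 0% = DMSO with enzyme and substrate and 100% = substrate only without enzyme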
Target sequence (P54829 whole entry, looked up): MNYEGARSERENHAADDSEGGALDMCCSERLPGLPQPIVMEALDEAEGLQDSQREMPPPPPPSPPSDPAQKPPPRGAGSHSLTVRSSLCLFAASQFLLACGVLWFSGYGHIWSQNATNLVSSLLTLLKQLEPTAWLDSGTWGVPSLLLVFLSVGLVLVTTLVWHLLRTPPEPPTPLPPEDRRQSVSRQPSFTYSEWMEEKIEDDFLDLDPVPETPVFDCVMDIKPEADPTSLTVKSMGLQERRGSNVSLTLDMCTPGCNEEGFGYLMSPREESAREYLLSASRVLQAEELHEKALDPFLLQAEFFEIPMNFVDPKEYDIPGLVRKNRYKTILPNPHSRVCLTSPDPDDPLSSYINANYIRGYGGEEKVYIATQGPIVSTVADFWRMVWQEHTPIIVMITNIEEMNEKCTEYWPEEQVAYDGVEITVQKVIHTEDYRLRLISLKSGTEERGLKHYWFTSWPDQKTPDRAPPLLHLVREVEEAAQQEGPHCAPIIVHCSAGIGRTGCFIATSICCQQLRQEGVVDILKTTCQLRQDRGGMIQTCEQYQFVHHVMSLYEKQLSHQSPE
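Assay system: isolated STEP enzyme. Buffer or medium: pH 6.0 Bis-Tris with DTT and Tween 20. Also added: fluorogenic phosphatase substrate OMFP at 25 µM final. Dosing: 20 µM, 1% DMSO. Timing: 20 min reaction, room temperature, in the dark. Measured by: fluorescence intensity, excitation 480 nm, emission 540 nm. Evaluation: normalized % inhibition.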
Rpn11 inh: Rpn11 (PSMD14) deubiquitinase inhibitors, primary screen, biochemical, fluorescence polarization, uHTS; 26S proteasome non-ATPase regulatory subunit 14 (Homo sapiens), O00487; AID 588493, 2011; human 26S proteasome, Ub4-pepOG fluorescence polarization; 20S core pre-blocked with epoxomicin; actives 0.59% (n = 360,000); calls only at 20 µM;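 active means inhibition at 20 µM, scaled to each plate's controls, above about 33%, limit read from the data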
NRP1-CendR mod: modulators of CendR peptide binding to NRP-1, primary screen, biochemical, fluorescence polarization, uHTS; Neuropilin-1 (Homo sapiens), O14786; FAM-RPARPAR peptide binding to NRP-1; inhibition, % at 25 µM; actives 0.85% (n = 360,000); AID 602438, 2012;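 active means inhibition or corrected inhibition above about 18%, plus a signal ratio from 0.5 to 1.5, limit read from the data, passing the limit was not always enough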; further: strong numbers were not always called active
DNMT1 inh: human DNMT1 methyltransferase inhibitors, primary screen, biochemical, molecular beacon, fluorescence, HinP1I cleavage, uHTS | actives 0.83% (n = 360,000) | inhibition (reported as % activation of signal), % at 10 µM | DNA (cytosine-5)-methyltransferase 1 (Homo sapiens), P26358; in the data active means inhibition above about 50%
NadD inh: inhibitors of S. aureus NadD, primary screen, biochemical, colorimetric, uHTS; inhibition, % at 20 µM; Nicotinate-nucleotide adenylyltransferase NadD (Staphylococcus aureus N315); AID 602399, 2012; purified NadD enzyme, colorimetric absorbance read-out; actives 0.78% (n = 360,000); in the data active means inhibition above about 26%; further: some compounds past the cut are filed as inactive
LMPTP block: LMPTP phosphatase inhibitors, primary screen, biochemical, fluorescence intensity, uHTS; inhibition, % at 20 µM; recombinant LMPTP-A, OMFP fluorogenic substrate; actives 0.22% (n = 360,000);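 active means compounds that cut the enzyme signal by at least half of the control window in the single-dose screen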;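 further: plate controls were DMSO wells with enzyme plus substrate for no effect and substrate without enzyme for full effect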
Target sequence (P24666 whole entry, looked up): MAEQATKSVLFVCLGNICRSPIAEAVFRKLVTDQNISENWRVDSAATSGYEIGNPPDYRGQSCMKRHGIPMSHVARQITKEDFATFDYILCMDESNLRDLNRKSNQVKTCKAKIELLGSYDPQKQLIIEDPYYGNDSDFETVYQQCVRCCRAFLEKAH
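Test system: LMPTP-A, protein tyrosine phosphatase of low molecular weight; Input: 0.625 nM enzyme; Incubation: 50 min dark incubation at room temperature; Signal: endpoint fluorescence intensity from OMFP dephosphorylation; Read-out basis: % inhibition versus control wells.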
MT1-MMP act inh: blockers of MT1-MMP proenzyme processing, primary screen, HT1080 RFP-PRO-GFP cells, GFP/RFP fluorescence. Matrix metalloproteinase-14 (Homo sapiens), P50281. GFP/RFP ratio fluorescence, overnight; percent of plate control window, DMSO zero. GFP/RFP ratio change, % at 20 µM. actives 0.061% (n = 360,000);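 active means GFP/RFP ratio change of at least 30% with cell ATP level not reduced by more than half and red fluorescence within 50% of control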; further: strong numbers were not always called active
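Test system: HT1080 RFP-PRO-GFP cells; Benchmarks: DMSO and RFP-L50D-GFP cell wells; Timing: cells overnight before dosing, compound overnight, 37 °C, 5% CO2; Compound: one 20 µM compound dose with 1% DMSO; Read-out: GFP/RFP fluorescence ratio.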
SUMO1-SIM PPI: modulators of SUMO1 protein-protein interactions, primary screen, biochemical, uHTS; Small ubiquitin-related modifier 1 (Homo sapiens), P63165; SUMO1 binding to a labelled peptide, TR-FRET, 1 h; inhibition, % at 20 µM; actives 0.33% (n = 360,000); AID 602429, 2012; in the data active means inhibition above about 37%
Target sequence (P63165 whole entry, looked up): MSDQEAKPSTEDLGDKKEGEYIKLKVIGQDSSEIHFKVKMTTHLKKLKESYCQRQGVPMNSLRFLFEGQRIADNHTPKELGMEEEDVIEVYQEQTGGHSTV
Scp1 inh: Scp-1 phosphatase inhibitors, primary screen, biochemical, colorimetric, uHTS. Carboxy-terminal domain RNA polymerase II polypeptide A small phosphatase 1 (Homo …. Recombinant Scp1, phosphopeptide, malachite green phosphate absorbance. inhibition, % at 20 µM. actives 0.88% (n = 340,000);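 active means inhibition above about 50% at 20 µM, limit read from the data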;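 further: plate controls were DMSO wells with enzyme for no effect and wells lacking enzyme for full effect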
Target sequence (Q9GZU7 76-261 limits assumed): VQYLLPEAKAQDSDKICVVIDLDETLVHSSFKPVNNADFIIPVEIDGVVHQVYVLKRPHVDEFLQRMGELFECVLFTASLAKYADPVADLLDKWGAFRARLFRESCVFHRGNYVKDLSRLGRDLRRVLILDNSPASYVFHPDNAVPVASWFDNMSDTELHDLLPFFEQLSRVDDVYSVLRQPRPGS
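Assay system: SCP-1 catalytic fragment, aa 76-261 | Buffer or medium: Tris acetate buffer pH 5.5 with MgCl2 and Tween-20 | Compound: One concentration, 20 µM, with 1.0% DMSO | Also added: Phospho 17-mer peptide substrate | Signal: Absorbance at 630 nm | Incubation: 45 min enzyme reaction at room temperature | Measure: % inhibition of SCP-1 phosphate liberation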
SKN-1 inh: suppressors of acrylamide-induced Pgst-4::GFP reporter in worms, primary screen, SKN-1 inhibitor project, whole organism, uHTS, GFP/RFP fluorescence ratio, strain VP596; inhibition, % at 21.8 µM; actives 0.49% (n = 360,000); C. elegans VP596 Pgst-4::GFP/RFP ratio, 24 h; AID 624304, 2012;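 active means interference check ratio from 0.5 to 1.5 plus GFP to RFP signal ratio inhibition reaching or exceeding a fixed threshold, cut at about 30% in these data, passing the limit was not always enough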; further: some compounds called inactive have numbers as strong as hits
* marks the source's active call; other numbers are inactive results; i = inactive; x = no result given.

SMILES	STEP inh	Rpn11 inh	NRP1-CendR mod	DNMT1 inh	NadD inh	LMPTP block	MT1-MMP act inh	SUMO1-SIM PPI	Scp1 inh	SKN-1 inh
CCC[C@H]1CN(c2ccccc2)C(=O)[C@@H]1CC(=O)Nc1ccc(Br)cc1	-1	i	2	4	-2	-1.6	-1	5	x	8
CCCc1nc(NC2CCCCC2)c(C#N)c2c1COC(C)(C)C2	0	i	-6	10	0	2.5	-7	6	-9	14
CSc1ccc(/C=N/n2c(C)nnc2C)cc1	2	i	1	2	-1	-0.3	2	-4	-1	-3
O=C(Nc1cc(-c2nc3ncccc3o2)ccc1Cl)c1ccco1	1	i	-7	1	-2	-1.5	-2	-1	-6	20
COc1ccccc1CCC(=O)Nc1ccc2c(c1)c(=O)n(C)n2-c1cccs1	-2	i	4	5	-7	-1.5	14	2	x	8
COc1ccc(/C=N/NC(=O)c2nc(Cl)c(Cl)c(N)c2Cl)cc1COc1ccc(F)cc1F	3	i	-7	53*	53*	3.4	-1	2	13	-5
COc1ccc(S(=O)(=O)NNC(=O)Cc2csc(C)n2)cc1[N+](=O)[O-]	6	i	-5	32	-2	29	-1	-6	60*	-19
Fc1ccc(C(c2nnnn2C2CCCCC2)N2CCCC2)cc1 (stereo not given)	-1	i	6	-3	-5	-1.0	-3	1	-4	-15
CN(C)Cc1c(O)ccc2c(=O)c(-c3ccccc3Cl)c(C(F)(F)F)oc12	-3	i	-8	1	-5	-3.9	0	-2	-2	-7
CCOc1ccccc1NC(=S)N1CCN(c2cccc(C)c2C)CC1	5	i	1	-7	1	2.3	-6	3	-2	10
COc1cc(OC)cc(C(=O)NCC(=O)NC(C)CCc2ccccc2)c1 (stereo not given)	1	i	-5	-4	-11	-0.7	-2	6	-5	2
COC(=O)c1cc(NS(=O)(=O)c2ccc(N3CCCCCC3)c([N+](=O)[O-])c2)cc(C(=O)OC)c1	-1	i	14	-4	-1	1.8	1	-3	-12	2
COc1cccc(S(=O)(=O)NC2CCN(C#N)C2)c1 (stereo not given)	2	i	4	0	0	-1.2	1	5	-11	3
Cc1ccccc1-c1nnn(CC(=O)N(C)CC(=O)Nc2ccccc2C(F)(F)F)n1	-3	i	-7	-6	-1	-0.8	1	-2	-6	12
COc1cc(OC)cc(C(=O)Nc2ccccc2-c2nnn(CC(=O)Nc3cc(C)on3)n2)c1	1	i	1	43	4	2.1	4	7	-8	33
COc1ccccc1N1CCN(C(=O)c2c(-c3c(Cl)cccc3Cl)noc2C)CC1	-1	i	-3	2	-3	-2.4	-2	1	1	-6
O=C(Nc1ccccc1C(=O)O)c1ccc(Br)c(S(=O)(=O)NCc2ccccc2)c1	-1	i	-2	-2	-1	0.1	-2	13	-5	12
Cn1c(=O)oc2cc(S(=O)(=O)Nc3ccc4c(c3)OCCO4)ccc21	2	i	-8	2	2	-1.5	-2	5	-6	-19
O=C(O)Cc1ccc(NC(=O)c2ccc3c(c2)C(=O)N(Cc2ccccc2)C3=O)cc1	0	i	-3	0	-5	-1.3	0	-16	x	9
CCOc1ccc2nc(NC(=O)CCn3cccc3)sc2c1	0	i	-7	-14	-5	1.3	2	2	-7	0
COc1ccc(CCNC(=O)c2cc3c(=O)n4ccccc4nc3n(C3CCCCC3)c2=N)cc1OC	-1	i	2	1	6	2.3	3	-23	0	19
COc1ccccc1OCCCn1c(=O)oc2ccccc21	-1	i	2	-1	-2	0.4	-1	2	-11	-2
CCCC[C@H]1COCCS(=O)(=O)N1Cc1ccccc1F	-1	i	9	1	-7	-0.2	4	-11	-6	-2
CCC(C)[C@H](N)c1nnc(SCC(=O)Nc2cccc(Cl)c2)o1 (stereo not given in full)	-2	i	2	-1	-2	-0.9	7	1	-10	2
CCS(=O)(=O)N1CCN(S(=O)(=O)c2ccc3ccccc3c2)CC1	-1	i	12	0	2	-0.3	7	3	-3	7

Only MT1-MMP act inh, Rpn11 inh and Scp1 inh, for some of the entries so far:
structure | MT1-MMP act inh | Rpn11 inh | Scp1 inh
O=C(Nc1cc(-c2nc3ncccc3o2)ccc1Cl)c1ccco1 | -2 | i | -6
COc1ccccc1CCC(=O)Nc1ccc2c(c1)c(=O)n(C)n2-c1cccs1 | 14 | i | x

Later entries.
SMILES	STEP inh	Rpn11 inh	NRP1-CendR mod	DNMT1 inh	NadD inh	LMPTP block	MT1-MMP act inh	SUMO1-SIM PPI	Scp1 inh	SKN-1 inh
COc1cccc(NC(=O)C(OC(=O)c2cnc(C)cn2)c2ccccc2)c1 (stereo not given)	-1	i	2	-16	4	-0.9	5	-1	-3	1
COc1ccc2[nH]c3c(=O)n(CCCCC(=O)NCCN4CCCC4)c(=S)[nH]c3c2c1	-1	i	-2	-2	4	7.7	12	6	1	0
CCNc1nc2c(cnn2C)c(=O)[nH]1	0	i	-2	3	0	-0.2	-4	0	11	-19
Cc1ccc(/C=C2\SC(=S)N(CCCC(=O)NC3CCCC3)C2=O)cc1	1	i	10	2	4	-1.0	1	-1	-5	10
Cc1ccc(NS(=O)(=O)c2ccc(C(=O)NCc3ccccn3)cc2)cc1	2	i	-1	-1	-6	-0.8	2	-3	-13	8
Cc1sc2ncnc(N3CCC(C(=O)N(CC(C)C)c4nc5ccccc5s4)CC3)c2c1C	2	i	-13	-2	29	3.4	-6	-1	11	6
Cc1ccc(S(=O)(=O)N(CC(=O)N/N=C/c2ccc(F)cc2)c2cccc3cccnc23)cc1	3	i	12	8	3	0.3	-4	0	5	6
COc1ccc(C(C)(C)C)cc1NC(=O)c1ccc2ncsc2c1	1	i	9	21	1	2.4	-3	4	-5	-5
COCCn1c(SC(C)C(=O)NC2CC2)nnc1-c1cccc(C)c1 (stereo not given)	2	i	-10	2	3	-1.7	-4	-5	-6	25
Cn1nnnc1SCc1ccc([N+](=O)[O-])cc1	1	i	-4	12	3	-0.7	4	-16	-1	0
O=C(COc1ccccc1Cl)NNC(=O)c1ccc2c(=O)n3c(nc2c1)CCC3	3	i	4	2	5	-0.8	2	12	-2	-12
O=C(O)C(c1cccs1)C1(O)CCCCC1 (stereo not given)	-4	i	28*	4	-6	-1.7	1	3	-21	-2
Cc1ccc(S(=O)(=O)NC(=NCc2ccccc2)c2ccc(F)cc2)cc1	0	i	1	2	-1	-0.2	-1	2	-4	13
CCN(C[C@H]1N[C@@](Cc2ccccc2)(C(=O)OC)[C@H]2C(=O)N(C)C(=O)[C@@H]12)C(=O)Nc1ccc(Cl)cc1	2	i	-4	2	0	0.6	1	-7	10	-12
CC(=O)c1ccc(OCCOc2ccc(C#N)cc2)cc1	-2	i	4	9	-5	-2.8	-6	6	-9	-7
COc1ccc(CNC(=O)c2ccc3ccccc3n2)cc1	0	i	2	0	0	0.2	1	-9	-6	6
CCC(C)Sc1nnc(NS(=O)(=O)Cc2ccccc2)s1 (stereo not given)	-3	i	8	-1	-8	-1.3	-1	5	0	13
CCOC(=O)c1sc(=NC(=O)c2cccc(Br)c2)n(C)c1C	0	i	1	9	0	-2.1	5	-2	-5	-8
Cc1ccccc1CSc1nncn1N	-4	i	10	3	0	-0.2	-3	-3	-2	15
COc1ccc(-c2oc3ccccc3c2C(=O)OCc2ccc(O)cc2)cc1	0	i	-4	-2	-6	2.3	-9	-5	-3	10
Cc1onc(-c2ccccc2)c1C(=O)Nc1ccc(NC(=O)c2c(-c3ccccc3)noc2C)cc1	4	i	3	-1	16	1.3	0	-4	-14	6
Cc1onc(-c2ccccc2)c1C(=O)NCc1cccnc1	-1	i	7	0	-2	-0.5	2	-1	-3	16
Cc1noc(C)c1-c1ccc(C(=O)N2CCN(C)CC2)c2occc12	-4	i	-10	1	-1	-1.6	2	1	x	4
CCOc1ccc(-n2c(=S)sc3c(=O)[nH]c(SCC(=O)NC4CCCCC4)nc32)cc1	4	i	3	-4	14	-0.8	-1	4	x	11
CCOc1cccc(C=NNc2ccc(S(=O)(=O)Nc3ccccc3C(=O)O)cc2[N+](=O)[O-])c1O	3	i	5	-8	8	1.1	7	-1	-7	18
Next part.
SMILES	STEP inh	Rpn11 inh	NRP1-CendR mod	DNMT1 inh	NadD inh	LMPTP block	MT1-MMP act inh	SUMO1-SIM PPI	Scp1 inh	SKN-1 inh
Cc1cc(OCCCCOc2ccc(C#N)cc2)ccc1[N+](=O)[O-]	4	i	8	-1	-9	4.7	0	4	-14	4
O=C(NCc1ccco1)/C(=C\c1cccs1)NC(=O)c1ccccc1	-2	i	9	0	-4	-0.8	4	-9	-9	0
Cc1ccc(CNC(=O)NC2CCCCC2)cc1	0	i	7	-1	5	-0.5	-3	-1	-12	-8
Nc1ncnc2c1cnn2-c1ccccc1	1	i	-1	3	8	-1.6	1	2	-7	3
COc1ccc(N/N=C(\C=N\O)C(=O)c2ccc(OC)cc2)cc1	3	i	2	-8	-4	2.6	-6	-14	-7	8
COc1cc(/C(C)=N/NC(=O)CSc2nncn2C)ccc1OCc1ccccc1Cl	2	i	-4	5	-6	-0.7	4	-3	-8	-3
N#CC1(c2ccccc2)CCN(S(=O)(=O)c2ccc(OC(F)(F)F)cc2)CC1	3	i	4	5	-1	3.7	-6	2	-22	16
N=c1c2ccccc2nc2n1CCCCCCC2	2	i	9	0	-2	6.4	-2	1	x	17

Single entries from the entries so far:
Entry for Cc1ccccc1CSc1nncn1N in SUMO1-SIM PPI: -3
Entry for Cc1noc(C)c1-c1ccc(C(=O)N2CCN(C)CC2)c2occc12 in MT1-MMP act inh: 2
Entry for CC(=O)c1ccc(OCCOc2ccc(C#N)cc2)cc1 in SUMO1-SIM PPI: 6
Entry for Cc1ccc(S(=O)(=O)NC(=NCc2ccccc2)c2ccc(F)cc2)cc1 in Scp1 inh: -4

Compound activity as filed in PubChem BioAssay.
